# Source: PubChem BioAssay (Fisher Drug Discovery Resource Center)
# mcGAS MS inh: mouse cGAS inhibition by mass spec. recombinant mouse cGAS, cGAMP by RapidFire MS. Q8C6L5. inhibition, % at 12.5 µM. 130,000 compounds, 0.18% hits;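 active = inhibition of cGAS enzyme activity at or above 60%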;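 also: enzyme stimulated by 45 bp dsDNA with ATP and GTP substrates; cGAMP share of summed cGAMP plus half ATP and half GTP signals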
# Target sequence (Q8C6L5 whole entry, looked up): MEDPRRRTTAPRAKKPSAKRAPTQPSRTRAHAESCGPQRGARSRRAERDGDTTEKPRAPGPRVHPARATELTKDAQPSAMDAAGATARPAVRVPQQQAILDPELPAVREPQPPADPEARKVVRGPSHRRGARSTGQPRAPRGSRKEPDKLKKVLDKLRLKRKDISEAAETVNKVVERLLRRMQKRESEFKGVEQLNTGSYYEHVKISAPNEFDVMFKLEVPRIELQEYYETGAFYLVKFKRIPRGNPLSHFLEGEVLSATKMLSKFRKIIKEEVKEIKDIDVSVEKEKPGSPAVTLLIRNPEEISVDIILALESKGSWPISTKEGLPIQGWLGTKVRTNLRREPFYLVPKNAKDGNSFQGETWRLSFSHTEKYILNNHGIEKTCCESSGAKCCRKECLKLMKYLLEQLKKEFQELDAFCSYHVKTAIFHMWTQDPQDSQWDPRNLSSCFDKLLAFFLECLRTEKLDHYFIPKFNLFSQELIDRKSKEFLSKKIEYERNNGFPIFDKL
# Numbers without * were called inactive; & = joins results of further samples. The list is partial; the hit share may differ from the screen's.
SMILES,mcGAS MS inh
Cc1noc2ccc(CN3CCN4C(=O)CN(C)C(=O)C4C3)cc12 (stereo unspecified),-1
Cc1ccc([N+](=O)[O-])cc1NC(=O)c1cccn(Cc2cccc([N+](=O)[O-])c2)c1=O,-7
CN1CCc2[nH]c(=S)c(C#N)c(-c3ccc(F)cc3)c2C1,2
FC(F)(F)c1cnc(N2CCNCC2)c(Cl)c1,-7
CCCC(C)C1(CC)C(=O)NC(=S)NC1=O (stereo unspecified),-12
COCCC(=O)N(C)C(C)Cc1ccc(Cl)cc1 (stereo unspecified),8
CN(C)C(=O)On1nnc2ccccc21,-8
Cc1cc(C(F)F)n2nc(C(=O)Nc3ccc(Cl)cc3C(=O)c3ccccc3)nc2n1,-2
Cc1ccc(CC(C)NCc2ccc(S(C)(=O)=O)cc2)c(C)c1 (stereo unspecified),-10
Cc1nc2sccn2c1C(=O)N1C[C@H]2C[C@@H](C1)c1cccc(=O)n1C2,-4
C#CCOC(=O)C1=CCCN(C)C1,-14
O=C(O)c1sc2cc(Cl)ccc2c1Cl,-2
COc1ccc(C(CN(C)C)C2(O)CCCCC2)cc1 (stereo unspecified),-17&12
CN1C2CCC1CC(N1CCN(C(=O)COCC(F)(F)F)CC1)C2 (stereo unspecified),-15
COc1cc(C(=O)N2C[C@@H](c3ccccc3)[C@@H]3[C@H]2C2CCN3CC2)ccn1,-11
CC(C)N1CCN(Cc2ccco2)CC1,-20
N#CC(C#N)=Cc1c[nH]c2ccccc12,4
CC(c1nc(-c2ccccc2)no1)N1CC=C(c2ccc(O)cc2)CC1 (stereo unspecified),-8
Clc1cccc(C2NCc3ccccc3-n3cccc32)c1 (stereo unspecified),-3
COC(=O)c1ccc(COc2cc(C)cc3oc(=O)c4c(c23)CCCC4)o1,-11
CN1CCN(c2nc3c(c(=O)[nH]2)CCCC3)CC1,5
N#Cc1ccc(Cl)cc1NC(=O)c1cccn(Cc2cccc(C(F)(F)F)c2)c1=O,-7
COC(=O)c1ccc(C(=O)OC)c(NC(=O)c2cccn(Cc3cccc(C)c3)c2=O)c1,-4
CC(C)n1[nH]c(=O)c2c1NC(=O)CSC2c1ccc2c(c1)OCO2 (stereo unspecified),7
CCCN1Cc2cnc(C(=O)NCC3CC3)cc2C1,3
Cc1cc(NC(=O)c2cccn(Cc3ccccc3)c2=O)no1,-4
CCOC(=O)N1CCN(C2CCCN(C(=O)Cc3ccc4c(c3)OCO4)C2)CC1 (stereo unspecified),1
O=C1c2sc3ccccc3c2CN2CCCCC12 (stereo unspecified),-4
O=C1CSC2N1CCCNC21CCCCC1 (stereo unspecified),-5
Cc1ccnc(CC(C)N(C)Cc2ccc(-c3ccn[nH]3)o2)c1 (stereo unspecified),-8
O=C(c1ccc2c(c1)OCO2)N1C[C@H](c2ccccc2)[C@@H]2[C@H]1C1CCN2CC1,-2
CCC(O)CN(C)C1CCN(C)C(C)C1 (stereo unspecified),1
CN1C(=O)C(Cc2cccs2)C(=O)N(C)C1=O,-13
COCCNC(=O)c1cnc(-c2cccc(C)c2)nc1N(C)C1CCN(C)CC1,2
O=c1[nH]cc(CN2CCNCC2)c(=O)[nH]1,-10
CN1[C@@H]2CC[C@H]1CC(OC(=O)N1Cc3ccccc3NC1=O)C2 (stereo partly specified),-2
Cc1ccnc(CC(C)N(C)Cc2cnc3ccccc3n2)c1 (stereo unspecified),-25
Cc1c(Cl)ccc2sc(N3CCNCC3)nc12,21
NCC1(c2cccc(Br)c2)CCCC1,-5
N#Cc1ccccc1NC(=O)c1cccn(Cc2ccc(Cl)cc2Cl)c1=O,-7
COc1ccc2c(c1)c(CCN1CCOCC1)c(C)n2C(=O)c1cccc(Cl)c1Cl,-19
c1ccc(CCCCN2CCC(c3ccccc3)CC2)cc1,6
CC(=O)CC1CCCCN1 (stereo unspecified),-2
CN1N=C(c2ccccc2)NN(C)P1(=S)c1ccccc1 (stereo unspecified),-10&7
CN(Cc1ncc[nH]1)C1CCC2(CCNCC2)CC1,-14
Cc1ncc(CN2CC=C(c3ccccc3)CC2)c(N)n1,-3
CC(O)CN1CCN(CC(=O)O)CCN(CC(=O)O)CCN(CC(=O)O)CC1.[Gd+3] (stereo unspecified),-6
Cc1c(N)c(C)c([N+](=O)[O-])c(C)c1[N+](=O)[O-],-4
CCNC(=O)c1ccc(-c2cccc3c2CCNC3)s1,-45
CC(C)OP(=S)(CC(=O)N1c2ccccc2Sc2ccccc21)OC(C)C,41
Cc1ccc(CN2CCC3(CCNCC3)C2)c(O)c1,-10
c1cncc(N2CCN(Cc3cc4n(n3)CCNC4)CC2)c1,-2
NCCc1ccc(CN2C[C@H]3CC=CC[C@H]3C2)cc1,-11
COc1ccc(F)cc1C(=O)C1CCCN(Cc2ccccn2)C1 (stereo unspecified),5
CC(C)N1C2CCC1CN(C(=O)Nc1nnc3ccccn13)CC2 (stereo unspecified),-8
O=C(Cc1ccc(Cl)c(Cl)c1)N1CCCC(N2CCC(CO)CC2)C1 (stereo unspecified),-12
O=C1C2C3C=CC(O3)C2C(=O)N1c1ccc(Br)cc1 (stereo unspecified),-11
CCC1CCCCN1P(=O)(c1ccc(C)o1)C(C)(C)C (stereo unspecified),41
Cn1nnc(C(Br)CBr)n1 (stereo unspecified),5
CNC(=O)Oc1cccc2ccccc12,-8

# Remaining list, next part:
SMILES,mcGAS MS inh
C[C@]12CCC3[C@@H](CC[C@@]45O[C@@H]4C(O)=C(C#N)C[C@]35C)C1CC[C@@H]2O (stereo partly specified),-9
O=C1CN=C(c2cccc(Br)c2)c2oc3ccccc3c2N1,-20
O=P(O)(O)C12CC3CC(CC(C3)C1)C2,-8
C[C@@H]1CC[C@H]2[C@@H](C)C(=O)O[C@@H]3O[C@]4(C)CC[C@@H]1[C@]32OO4,4
CCN(CC)C(=O)c1ccc(NC(=O)c2c(C)noc2C)cc1,-11
S=c1n(CC2CCCO2)nnn1CN1CC=C(c2ccccc2)CC1 (stereo unspecified),-13
Cc1nc(N)nc(C)c1CC(=O)N1CCCC2(CCNC2)C1 (stereo unspecified),-12
CCc1cc2c(=O)n(CCC(=O)Nc3ccc(C#N)c(Cl)c3)cnc2s1,-2
C=CCSSCC=C,-8
CCC(COC(=O)c1cc(OC)c(OC)c(OC)c1)(c1ccccc1)N(C)C (stereo unspecified),-4&-1&-1
Cc1cc(CN(C)C)c(OC(=O)N(C)C)cc1C,-4
CC(=O)c1ccc(OCC(=O)N2CCN(C)C3(CCN(C)CC3)C2)cc1,-24
CN(C)P1(N(C)C)=Nc2c(c(N)nn2C)C(c2ccccc2)=N1,22&38
O=c1oc2ccccc2c2c1C(c1cccnc1)c1c(c3ccccc3oc1=O)O2,-9
COC(=O)c1cc2c(s1)=NC=NP=2(N1CCOCC1)N1CCOCC1,-7
O=S(=O)(NC1CN2CCC1CC2)c1ccc(Cl)cc1 (stereo unspecified),2
OCCN(CCO)CCO,-3
COc1ccc(C)cc1-n1c(=S)[nH]c2ccccc2c1=O,-3
Cc1c(P(=S)(c2ccccc2)c2ccccc2)[n+]2ccccc2n1C,-1
CCn1nc(C)c(CNC(C)Cc2cccc(OC)c2)c1C (stereo unspecified),-20
Cc1ccc(C2c3c(c4ccccc4oc3=O)OC(=N)C2C#N)o1 (stereo unspecified),-9
COP(=O)(OC)C(O)(CCc1ccccc1)C[N+](=O)[O-] (stereo unspecified),-4
CC(=C(C#N)P(=S)(c1ccccc1)c1ccccc1)N1CCCC1,-15
COc1ccc(-n2c(SCC3CCCO3)nc3ccccc3c2=O)cc1Cl (stereo unspecified),-4
CCC1(c2ccccc2)C(=O)NC(=O)N(C(=O)c2ccc(OC)cc2)C1=O (stereo unspecified),-15
COc1ccc2c(c1)CC1(CC2)NCCc2[nH]cnc21 (stereo unspecified),-7
CCOc1ccc(CN2CCN3CCN(C)C(=O)C3C2)cn1 (stereo unspecified),-4
COc1ccc(F)cc1CN1CCC2(CC1)C(=O)Nc1ccccc12,5
Clc1ccc(C2NCc3ccccc3-n3cccc32)cc1 (stereo unspecified),1
Cc1ccc(C)c(OCC(=O)NCCc2cnc[nH]2)c1C,-19
CC(c1nc2ccccc2s1)N1CCNCC1 (stereo unspecified),-10
CC12CN3CC(C)(CN(C1)C31CCCCC1)C2O (stereo unspecified),-9
CN(C(=O)Cc1ccccc1)C(CN1CCCC1)c1ccccc1 (stereo unspecified),-12
CC(Cc1ccccc1Sc1ccccc1O)N(C)C (stereo unspecified),-8
CCC(N)Cc1ccccc1C(F)(F)F (stereo unspecified),-4
Cc1ccc(N=CN(C)C=Nc2ccc(C)cc2C)c(C)c1,-7
Fc1ccc(C2NCc3ccccc3-n3cccc32)cc1 (stereo unspecified),-10
O=c1cccc2n1CC1CC2CN2CCCC[C@@H]12 (stereo partly specified),-11
CCCOc1ccc(CN)cn1,-7
COCCCN1C(=O)NC(=O)C2(Cc3ccccc3N3CCCCC32)C1=O (stereo unspecified),-8
CCCn1ncc(C(=O)NC(C)C(=O)Nc2ccc(F)cc2C)c1C (stereo unspecified),-6
N#CC(/C=C/c1ccccc1)N1CCOCC1 (stereo unspecified),19
CCc1cccc2sc(N3CCNCC3)nc12,-7
COc1ccc(F)c(C2NCCc3[nH]cnc32)c1Cl (stereo unspecified),-7
CCCCn1c(C)c(C(=O)OCC)c2cc(OC(=O)c3cccc([N+](=O)[O-])c3)c3ccccc3c21,-7

# Part of the list above, with bars between the fields:
Structure | mcGAS MS inh
CCC1(c2ccccc2)C(=O)NC(=O)N(C(=O)c2ccc(OC)cc2)C1=O (stereo unspecified) | -15
COc1ccc2c(c1)CC1(CC2)NCCc2[nH]cnc21 (stereo unspecified) | -7
CCOc1ccc(CN2CCN3CCN(C)C(=O)C3C2)cn1 (stereo unspecified) | -4
COc1ccc(F)cc1CN1CCC2(CC1)C(=O)Nc1ccccc12 | 5
Clc1ccc(C2NCc3ccccc3-n3cccc32)cc1 (stereo unspecified) | 1
Cc1ccc(C)c(OCC(=O)NCCc2cnc[nH]2)c1C | -19
CC(c1nc2ccccc2s1)N1CCNCC1 (stereo unspecified) | -10
CC12CN3CC(C)(CN(C1)C31CCCCC1)C2O (stereo unspecified) | -9
CN(C(=O)Cc1ccccc1)C(CN1CCCC1)c1ccccc1 (stereo unspecified) | -12
CC(Cc1ccccc1Sc1ccccc1O)N(C)C (stereo unspecified) | -8
CCC(N)Cc1ccccc1C(F)(F)F (stereo unspecified) | -4
Cc1ccc(N=CN(C)C=Nc2ccc(C)cc2C)c(C)c1 | -7
Fc1ccc(C2NCc3ccccc3-n3cccc32)cc1 (stereo unspecified) | -10
O=c1cccc2n1CC1CC2CN2CCCC[C@@H]12 (stereo partly specified) | -11
CCCOc1ccc(CN)cn1 | -7
COCCCN1C(=O)NC(=O)C2(Cc3ccccc3N3CCCCC32)C1=O (stereo unspecified) | -8
CCCn1ncc(C(=O)NC(C)C(=O)Nc2ccc(F)cc2C)c1C (stereo unspecified) | -6
N#CC(/C=C/c1ccccc1)N1CCOCC1 (stereo unspecified) | 19

# (cont.)
SMILES,mcGAS MS inh
Oc1cc2c(cc1O)[C@H]1c3ccccc3CN[C@@H]1CC2,12
CN(C)CP(=O)(O)CN(C)C,-6
O=C(Cc1ccc(F)cc1)N1CCN(Cc2nc3ccccc3n2Cc2ccccc2)CC1,0
c1cc2c(c(-c3cccc4[nH]ccc34)c1)CCNC2,1
CN1C[C@@H]2CC[C@H](CC1=O)N2Cc1nccn1C,8
CC1=CC(=O)c2c(O)cccc2C1=O,27
N#Cc1ccccc1NC(=O)c1cccn(Cc2ccccc2F)c1=O,-5
COc1ccc(-c2ccccc2N2CCNCC2)c2ccc(C)nc12,-12
C1CCCC(NC2CCCC2)CC1,-1
CC(=O)C1(c2ccccc2)CCN(Cc2cccc(C(=O)NCc3ccc(F)cc3)c2)CC1,-10
CCCN(CCC)C1Cc2cc(OC)c(OC)cc2C1,-2
O=C1c2ccccc2CC1(Br)Br,-1
Cc1ccc(-c2nc3ccc(C)cn3c2CC(=O)N(C)C)cc1,-7&2
C[C@@H]1NCCc2cc(O)c(O)cc21,15
N#Cc1ccc(NC(=O)Cc2cccc(C(F)(F)F)c2)cc1Cl,-18
Cc1ccc(F)cc1C(=O)N1C[C@H](c2ccccc2)[C@@H]2[C@H]1C1CCN2CC1,-5
Cc1cccc(Cn2cccc(C(=O)Nc3ccc(F)c([N+](=O)[O-])c3)c2=O)c1,-7
N#Cc1ccc(NC(=O)CSCC2CCCO2)cc1C(F)(F)F (stereo unspecified),-7
C[C@@H]([C@H](O)c1ccccc1)N(C)C,-7
CC(C)c1ccc(NP(=O)(OCC(F)(F)F)OCC(F)(F)F)cc1,-11
Cc1cc(C)n2ncc(CN3CCN4CCN(C)C(=O)C4C3)c2n1 (stereo unspecified),-13
CCOP(=O)(CC#N)OCC,-42
CC[C@@H](C(N)=O)N1CCCC1=O,-2&-1
CCC12CN3CCN(CC(C3)C1NC(C)=O)C2 (stereo unspecified),-6
Cc1ccc(Cn2cccc(C(=O)Nc3nnc(C)s3)c2=O)cc1,-7
Cc1ccccc1N1C2=[N+](CCCS2)CC1(O)c1ccc(F)cc1 (stereo unspecified),0
CCC(O)Cn1cc(C2=CCN(Cc3cc(=O)[nH]c(C)n3)CC2)cn1 (stereo unspecified),-44
O=C(NCc1cccc(F)c1)C(C1CCCC1)N1CCN(C(=O)COc2ccc(Cl)cc2)CC1 (stereo unspecified),-2
Fc1ccc(F)c(C2NCCc3[nH]cnc32)c1 (stereo unspecified),-6
Fc1cnccc1CN1CCC2(CCNCC2)C1,-4
CCCCc1ccc(NC2=NC(C)(C)CS2)cc1,-10
CNC(C)C(O)c1ccccc1 (stereo unspecified),-5&-1
CC[C@]12C=CCN3CC[C@@]4(c5ccc(OC)cc5N(C)C4[C@@](O)(C(=O)OC)[C@@H]1OC(C)=O)[C@@H]32 (stereo partly specified),-4
CCOc1ccccc1-n1c(C(C)NCCOC)nc2ccccc2c1=O (stereo unspecified),-4
O=C(CCl)c1ccc(F)cc1F,18
NCCc1ccc(Oc2ccc(F)cc2)cc1,-1&12
Clc1ccc(C[N+]23CCN(CC2)CC3)c(Cl)c1,-2

# A run of entries from the list above, for reference:
SMILES,mcGAS MS inh
CCCCc1ccc(NC2=NC(C)(C)CS2)cc1,-10
CNC(C)C(O)c1ccccc1 (stereo unspecified),-5&-1
